PP5 primary = PP5 phosphatase inhibitors, primary screen, biochemical, fluorescence; inhibition, % at 6.7 µM; purified PP5c, OMFP substrate fluorescence; actives 0.18% (n = 320,000);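 active = inhibition above the campaign's mean inhibition across all tested compounds plus 3 SD, cut at about 9.5% in these data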;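 also: 0% = DMSO only and 100% = 100 µM cantharidin control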
JMJD2C inh = inhibitors of GASC-1 histone demethylase, primary screen, biochemical, fluorescence, DELFIA europium | Lysine-specific demethylase 4C (Homo sapiens), Q9H3R0 | GST-JMJD2C(1-420) H3K9me3 demethylation | inhibition, % at 2.35 µM | actives 0.069% (n = 330,000) | AID 2099, 2009;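 active = more than half of a compound's replicate wells show inhibition beyond 50%, single wells judged on their own value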;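 also: signal counts dimethyl H3K9 product captured on neutravidin plate; 0% = median of DMSO wells and 100% = 0.3 times that DMSO median; strong numbers were not always called active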
Target sequence (Q9H3R0 1-420 limits assumed): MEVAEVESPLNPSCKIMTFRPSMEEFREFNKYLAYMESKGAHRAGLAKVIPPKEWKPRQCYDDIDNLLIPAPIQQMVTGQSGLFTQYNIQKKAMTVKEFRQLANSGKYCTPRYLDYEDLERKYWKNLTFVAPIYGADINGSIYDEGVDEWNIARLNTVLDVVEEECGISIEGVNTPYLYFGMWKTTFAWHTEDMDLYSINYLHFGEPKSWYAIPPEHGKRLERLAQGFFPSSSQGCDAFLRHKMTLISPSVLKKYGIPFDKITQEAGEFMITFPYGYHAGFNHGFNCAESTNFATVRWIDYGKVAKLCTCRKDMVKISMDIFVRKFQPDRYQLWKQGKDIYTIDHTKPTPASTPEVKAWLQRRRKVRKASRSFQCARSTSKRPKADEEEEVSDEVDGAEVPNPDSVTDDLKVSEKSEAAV
TPT1 inhibitor = Candida albicans TPT1 enzyme inhibitors, primary screen, biochemical, fluorescence polarization | actives 0.81% (n = 300,000) | tRNA 2'-phosphotransferase TPT1 (Candida albicans SC5314) | inhibition, % at 5 µM | recombinant caTPT1, FP RNA substrate dephosphorylation;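 active = inhibition above the mean of all tested compounds plus 3 SD, set per screening campaign, cut at about 24% in these data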;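 also: plate controls were DMSO alone for no effect and ferristatin control at 100 nM for full effect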
HCV core dimer = inhibitors of HCV core protein dimerization, primary screen, biochemical, TR-FRET, high-throughput; TR-FRET GST/Flag-core106 dimerization, 1536-well; inhibition, % at 5 µM; actives 0.33% (n = 300,000); AID 1899, 2009;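 active = inhibition above the mean of all tested compounds plus 3 SD, set per screening campaign, cut at about 45% in these data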
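System: GST/Flag-tagged HCV core106 proteins. Incubation: compound-protein-antibody incubation 4 h at 22.5 °C. Technique: HTRF with 340 nm excitation, 617/671 nm emission. Medium: KF-containing HEPES buffer, pH 7.45, DTT, CHAPS, BSA. Read-out: inhibition (%) from 671 over 617 nm ratio. Also added: Eu(K)-anti-GST 90 ng/mL plus XL665-anti-Flag 1 µg/mL.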
PP1 counter = PP1-alpha phosphatase inhibitors, primary screen, counter-screen for PP5 inhibitor project, biochemical, fluorescence, OMFP substrate, single point. Serine/threonine-protein phosphatase PP1-alpha catalytic subunit (Homo sapiens), P62136. purified PP1alpha. inhibition, % at 6.7 µM. actives 0.9% (n = 320,000). AID 2235, 2010;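 active = inhibition above the mean inhibition of all tested compounds plus 3 SD, computed separately for each screening campaign, cut at about 15% in these data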
Target sequence (P62136 whole entry, looked up): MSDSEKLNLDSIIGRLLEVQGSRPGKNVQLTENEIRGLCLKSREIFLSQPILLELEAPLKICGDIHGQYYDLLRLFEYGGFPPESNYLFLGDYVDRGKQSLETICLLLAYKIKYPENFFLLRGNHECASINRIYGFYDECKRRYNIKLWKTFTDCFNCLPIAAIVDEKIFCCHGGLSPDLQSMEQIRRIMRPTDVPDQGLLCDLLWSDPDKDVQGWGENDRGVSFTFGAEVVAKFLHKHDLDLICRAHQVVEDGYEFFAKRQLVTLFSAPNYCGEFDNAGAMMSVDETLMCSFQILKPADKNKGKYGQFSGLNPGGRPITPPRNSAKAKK
procasp3 activ = activators of human procaspase-3 D3A mutant, primary screen, biochemical, absorbance, PC-3 D3A mutant, single concentration; actives 0.11% (n = 330,000); Caspase-3 (Homo sapiens), P42574; recombinant procaspase-3 D3A, Ac-DEVD-pNA absorbance 405 nm; activation, % at 8.5 µM;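 active = activation above the mean of all tested compounds plus 3 SD, cut at about 21% in these data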;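 also: 0% = DMSO alone and 100% = DMSO wells spiked with extra 5 µM PC-3 D3A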
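material = Procaspase-3 D3A mutant | probe or stimulus = Ac-DEVD-pNA | compound = single dose, 8.5 µM nominal compound, 0.8% DMSO | timing = 1 h preincubation, 2 h reaction | measured by = 405 nm absorbance of p-nitroaniline, reads at 0 and 120 min | benchmarks = DMSO-only low control, 5 µM PC-3 D3A high control | repeats = singlicate, each compound tested once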
Fh CTSL1 inh = Fasciola hepatica cathepsin L1 inhibitors, primary screen, counter-screen for PFM18AAP inhibitor project, biochemical, QFRET, fluorogenic peptide substrate. inhibition, % at 5.96 µM. recombinant F. hepatica cathepsin L1, Z-Leu-Arg-MCA fluorescence. AID 1906, 2009. actives 0.49% (n = 300,000);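 active = inhibition above the mean of all tested compounds plus 3 SD, set per screening campaign, cut at about 17% in these data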;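 also: 0% = plate median of test compound wells and 100% = 1 µM Z-Phe-Ala-diazomethylketone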
proCasp7 act = procaspase-7 activators, primary screen, counter-screen for procaspase-3 activator project, biochemical, absorbance, HTS, human | actives 0.093% (n = 330,000) | recombinant procaspase-7, Ac-DEVD-pNA absorbance 405 nm; D23A/D198A/D206A triple mutant, cannot self-cleave; scale: DMSO 0, 5 µM enzyme 100 | AID 463210, 2010 | activation, % at 8.5 µM | Caspase-7 (Homo sapiens), P55210;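 active = percent activation above the screen-wide mean plus 3 SD, cut at about 25% in these data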
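Assay system: Uncleavable procaspase-7 mutant enzyme / Input: 2 µM procaspase-7 mutant as dispensed / Dosing: single nominal 8.5 µM compound dose, 0.8% DMSO final / Timing: 1 h enzyme–compound preincubation and 2 h substrate reaction, both 25 °C / Detection: p-Nitroaniline absorbance at 405 nm, read at 0 and 120 min / Replication: singlicate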
Efflux pump mplx = inhibitors of Candida efflux pumps in yeast, primary screen, S. cerevisiae, Nile Red, multiplex; S. cerevisiae Candida pump triplex; inhibition, % at 10 µM; actives 0.44% (n = 330,000);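 active = plate passing quality check with inhibition over a set limit, or well fluorescence over plate mean plus 4 SD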;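 also: Nile Red retained in pooled yeast measured as flow cytometry median fluorescence; 0% = buffer negative control and 100% = Enniatin B positive control; higher means more Nile Red kept so more efflux inhibition; some compounds called inactive have numbers as strong as hits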
Active calls of the source: *; . = no result given.

The first three records (preview)
(1) Cc1ccc(C)c(N(CC(=O)N2CCc3ccccc3C2)S(C)(=O)=O)c1
(2) COc1ccc(-n2c(SCC(=O)Nc3ccc4c(c3)OCO4)nc3ccccc3c2=O)cc1
(3) NNc1nc(-c2ccccc2)c2cc(Cl)ccc2n1

screen / no.,1,2,3
PP5 primary,0.1,2.4,1.0
JMJD2C inh,3,-6,-2
TPT1 inhibitor,-3,-6,-1
HCV core dimer,-5,9,3
PP1 counter,-4,3,-1
procasp3 activ,1,6,-13
Fh CTSL1 inh,-4,1,3
proCasp7 act,9,1,-2
Efflux pump mplx,-0.1,0.1,0.1

The list itself, repeating the preview:
(1) Cc1ccc(C)c(N(CC(=O)N2CCc3ccccc3C2)S(C)(=O)=O)c1
(2) COc1ccc(-n2c(SCC(=O)Nc3ccc4c(c3)OCO4)nc3ccccc3c2=O)cc1
(3) NNc1nc(-c2ccccc2)c2cc(Cl)ccc2n1
(4) Cc1ccc(C2CC2c2n[nH]c(=S)n2-c2cccc(Cl)c2)cc1 (stereo unspecified)
(5) Nc1cccc(-c2cnc3ccccc3n2)c1
(6) CCCCC(=O)NS(=O)(=O)c1ccc(NS(C)(=O)=O)cc1
(7) Cn1cnnc1SCc1ccccc1
(8) Cc1ncc([N+](=O)[O-])n1CC(O)CCl (stereo unspecified)
(9) COc1ccc(C)cc1S(=O)(=O)NCC(c1ccc2c(c1)OCO2)N1CCOCC1 (stereo unspecified)
(10) Cc1c(C(=O)Nc2ccc3c(c2)OCO3)sc2nc(-c3ccccc3)cn12

screen / no.,1,2,3,4,5,6,7,8,9,10
PP5 primary,0.1,2.4,1.0,-2.8,1.3,-0.3,1.9,0.0,0.1,1.9
JMJD2C inh,3,-6,-2,-9,-27,-5,0,-9,-38,7
TPT1 inhibitor,-3,-6,-1,-1,-2,-3,1,3,-5,0
HCV core dimer,-5,9,3,10,-6,5,1,-8,1,5
PP1 counter,-4,3,-1,6,-2,1,0,-2,-6,-2
procasp3 activ,1,6,-13,-25,3,1,2,6,-4,2
Fh CTSL1 inh,-4,1,3,-8,-2,-1,-2,7,2,2
proCasp7 act,9,1,-2,-23,3,9,4,-7,10,3
Efflux pump mplx,-0.1,0.1,0.1,0.5,0.0,0.3,0.1,-0.1,-0.2,-0.1

(11) COc1ccc2nc(C)cc(N3CCOCC3)c2c1
(12) Oc1ccc2ccccc2c1Br
(13) O=C(COc1ccc(-c2nnco2)cc1)Nc1ccc(C(F)(F)F)cc1
(14) Cc1cc2nc3c(c(C(F)(F)F)n2n1)CCCC3
(15) CCCCn1c(SCC(=O)NCc2ccco2)nnc1-c1ccco1
(16) O=C(CSc1nccn1-c1ccc(Cl)cc1)Nc1ccc2c(c1)OCO2
(17) COc1ccccc1NC(=O)COC(=O)C1CCN(/C=C/C(=O)C(F)(F)F)CC1
(18) CC1CN(S(=O)(=O)c2ccc(C(=O)Nc3nnc(-c4ccco4)o3)cc2)CC(C)O1 (stereo unspecified)
(19) CCC1(c2ccc(F)cc2)NC(=O)N(CC(=O)Nc2ccc(-c3nc4ccc(C)cc4s3)cc2)C1=O (stereo unspecified)
(20) O=C(C1=NN[C@@H]2C(=O)N(c3cccc(F)c3)C(=O)[C@H]12)C(c1ccccc1)c1ccccc1

screen / no.,11,12,13,14,15,16,17,18,19,20
PP5 primary,-1.1,0.6,3.0,0.9,1.7,3.9,1.7,-1.4,3.0,5.7
JMJD2C inh,0,22,-2,1,0,.,6,1,1,1
TPT1 inhibitor,3,-2,1,-4,2,5,1,-4,0,-2
HCV core dimer,1,3,3,-3,-7,8,-6,-2,-12,6
PP1 counter,1,-1,-1,-4,-2,-5,-4,5,-2,2
procasp3 activ,-1,-7,15,0,-1,2,2,-5,-2,-7
Fh CTSL1 inh,3,-1,-2,0,-2,7,-6,1,-2,0
proCasp7 act,-3,9,5,-2,3,1,-7,1,-6,-2
Efflux pump mplx,0.3,-0.1,0.1,0.0,0.0,0.1,0.3,-0.1,-0.2,0.0

(21) CSc1ccc(/C=N/NC(=O)c2sccc2C)cc1
(22) CC1=CC2=NCC(O)CN2C=C1 (stereo unspecified)
(23) COc1ccc(S(=O)(=O)N2CCC(O)(c3cccnc3)CC2)cc1OC
(24) CCN1CCN(c2ccc(NC(=O)c3cccc(OCc4ccccc4)c3)cc2)CC1
(25) COc1ccccc1NC(=O)c1c[nH]c2ccccc12
(26) CCC(C)Sc1ccc([C@H]2N[C@@](Cc3ccccc3)(C(=O)OC)[C@H]3C(=O)N(CC)C(=O)[C@@H]23)cc1 (stereo partly specified)
(27) CCCNC(=O)c1onc(CSc2ccccn2)c1C(=O)NCCC
(28) Cc1cccc(OCCNc2nc3c(c(=O)n(C)c(=O)n3C)n2C)c1
(29) O=C(Cc1cccs1)N(Cc1ccco1)C1(C(=O)NC2CCCCC2)CCCCC1
(30) COc1cc([N+](=O)[O-])cc(/C=N/NC(=O)C(O)(c2ccccc2)c2ccccc2)c1O

screen / no.,21,22,23,24,25,26,27,28,29,30
PP5 primary,-1.9,2.5,1.4,-3.3,2.6,4.1,3.3,-2.5,0.7,-0.8
JMJD2C inh,10,3,-5,-3,5,10,1,-5,-6,5
TPT1 inhibitor,-3,0,-4,-1,2,0,0,-3,-2,3
HCV core dimer,-1,3,3,-3,-5,7,-3,-1,8,-11
PP1 counter,-7,-1,-3,2,-3,7,-3,-3,-3,20*
procasp3 activ,-7,2,0,-2,0,9,7,8,2,-16
Fh CTSL1 inh,-2,1,-18,8,3,-4,3,4,-3,3
proCasp7 act,-6,3,-4,9,-14,1,-5,-7,-2,-7
Efflux pump mplx,0.2,0.1,0.0,0.1,0.4,0.2,0.4,-0.3,-0.1,-0.1

(31) Cc1cc(C)nc(NC(=O)c2cnc3sccn3c2=O)n1
(32) CC(=O)NNC(=O)c1cc2c3ccccc3n(C)c2s1
(33) O=C(NCC(c1ccco1)N1CCc2ccccc21)C(=O)Nc1ccccc1 (stereo unspecified)
(34) N#Cc1c(N)nc2c3c(sc(=N)c2c1N)NC(=O)CC3c1ccccc1Cl (stereo unspecified)
(35) CCn1c2ccccc2c2nnc(NN)nc21
(36) O=C(NC1CC1)C(Cl)c1ccccc1 (stereo unspecified)
(37) Cn1c(CSc2nc3ccccc3s2)nnc1SCC(=O)NCCN1CCOCC1
(38) O=C(NNC(=O)c1cc(-c2ccccc2)nn1-c1ccccc1)c1ccccc1
(39) CCOc1ccc(NC(=O)Cn2cc(C(=O)C3CC3)c3ccccc32)cc1
(40) Cc1nn(-c2nnc(NCc3ccccc3)nn2)c(C)c1Br

screen / no.,31,32,33,34,35,36,37,38,39,40
PP5 primary,1.1,0.2,1.1,-2.3,2.2,-0.6,2.4,0.9,-0.4,-2.9
JMJD2C inh,4,20,31,105,-1,3,24,2,-10,-5
TPT1 inhibitor,-1,-1,0,14,0,1,2,0,-2,-1
HCV core dimer,-4,-3,1,10,12,6,-9,-1,-2,-11
PP1 counter,1,-4,-1,6,4,-2,1,7,-3,13
procasp3 activ,0,-4,4,-22,-1,3,-4,7,-1,-9
Fh CTSL1 inh,0,-2,2,5,0,-2,2,-5,-1,1
proCasp7 act,2,4,-2,-24,-1,-2,2,0,-13,-2
Efflux pump mplx,-0.2,-0.1,0.2,0.4,-0.2,0.0,0.2,0.7,0.1,-0.1

(41) Cc1cc(C)c(C#N)c(N2CCCC2)n1
(42) C=CCNC(N)=S
(43) COC(=O)C(CC(=O)c1ccc(Br)cc1)n1nc(C)cc1C (stereo unspecified)
(44) O=C(Nc1ccc2oc(-c3ccc4ccccc4c3)nc2c1)c1ccc2c(c1)OCCO2
(45) COc1ccc(S(=O)(=O)Nc2ccc(F)cc2)cc1N(C)S(=O)(=O)c1ccc(Cl)cc1
(46) CN(C)c1ccc(N2CN=C3SCC(=O)N3C2)cc1
(47) COc1ccc(/C=C/c2nc(N)nc(-c3ccccc3O)n2)cc1
(48) O=C(N/N=C\C1CC=CCC1)c1ccc(Br)o1 (stereo unspecified)
(49) CN(C)S(=O)(=O)c1cccc(NC(=S)NC(=O)C2CCCCC2)c1

screen / no.,41,42,43,44,45,46,47,48,49
PP5 primary,-0.7,0.2,-1.0,-2.5,3.3,0.3,1.7,-0.7,0.9
JMJD2C inh,-4,-2,3,7,-1,-2,3,3,7
TPT1 inhibitor,2,-2,-1,0,0,0,-1,-5,2
HCV core dimer,13,6,-9,2,2,-38,0,-1,6
PP1 counter,0,1,0,2,3,2,-2,2,-1
procasp3 activ,-2,-2,-26,-7,9,3,6,-2,-11
Fh CTSL1 inh,0,-2,-7,2,-3,-4,7,2,-1
proCasp7 act,11,-17,-39,16,-1,-7,0,-6,4
Efflux pump mplx,0.0,0.0,0.1,0.1,0.1,-0.1,-0.1,-1.1,-0.2

Screening results from PubChem BioAssay.
